# Screening data from PubChem BioAssay.
# TRHR enhancer: allosterically enhances the human TRH receptor; P34981; TRHR cells, fluo-8 calcium fluorescence, EC20 TRH enhancement; enhancement, % at 2 µM; 360,000 compounds, 0.66% hits; AID 493056; in the data active = enhancement above about 30%; note: 0% is about no effect
# Target sequence (P34981 whole entry, looked up): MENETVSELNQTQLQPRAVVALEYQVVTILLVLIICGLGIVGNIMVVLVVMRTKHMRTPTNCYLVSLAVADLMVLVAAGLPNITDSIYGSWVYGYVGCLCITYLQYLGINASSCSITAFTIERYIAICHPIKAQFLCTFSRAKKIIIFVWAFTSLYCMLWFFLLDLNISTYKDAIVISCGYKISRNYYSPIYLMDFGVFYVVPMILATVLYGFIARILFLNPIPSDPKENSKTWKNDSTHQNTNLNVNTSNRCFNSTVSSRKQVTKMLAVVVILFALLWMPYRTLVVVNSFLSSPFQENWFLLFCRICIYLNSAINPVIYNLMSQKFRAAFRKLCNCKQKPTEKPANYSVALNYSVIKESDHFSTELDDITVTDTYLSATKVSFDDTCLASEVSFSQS
#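 TRHR-expressing cells loaded with fluo-8 calcium dye were read kinetically (ex 480/em 530) during compound addition, then stimulated with an EC20 of TRH (10 nM final). Enhancement of the Gq-mediated intracellular calcium response was scored.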
# D1 ag: human D1 receptor agonism | HEK293 T-REx D1 cells, calcium flux, agonist mode | 360,000 compounds, 1% hits | activation, % at 2 µM | P21728 | AID 504660; in the data active = activation above about 30%; note: 0% is about no effect
#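 Tetracycline-induced HEK293 TREx D1 cells, force-coupled to calcium signalling, were dye-loaded with a no-wash calcium kit. Compound was pin-added after a 10 s baseline. Fluorescence was read kinetically at 1 cycle/s for 180 s, with calcium rises flagged as agonism.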
# D1 antagonist: human D1 dopamine receptor antagonism; HEK293 TREx D1 cells, calcium flux, dopamine EC80; stronger effect = lower value; activity change, negative = inhibition, % at 10 µM; 360,000 compounds, 3.2% hits; AID 504652; in the data active = activity change below about -30%; note: % is set by controls: 0 for no effect and ±100 for the full control effect
#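 HEK293 T-REx cells expressing inducible, force-coupled D1 receptor; no-wash Ca dye, 30–90 min RT. Cmpd → 180 s read at 1 Hz → EC80 DA → 180 s read.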
# D2 potentiator: positive allosteric modulators of human D2 dopamine receptor | P14416 | HEK293 T-REx D2, calcium flux, EC20 dopamine potentiation | potentiation, % at 10 µM | 340,000 compounds, 0.34% hits;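 active = potentiation over 3 SD above the plate norm, cut at about 30% in these data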; note: 0% is about no effect
# Target sequence (P14416 whole entry, looked up): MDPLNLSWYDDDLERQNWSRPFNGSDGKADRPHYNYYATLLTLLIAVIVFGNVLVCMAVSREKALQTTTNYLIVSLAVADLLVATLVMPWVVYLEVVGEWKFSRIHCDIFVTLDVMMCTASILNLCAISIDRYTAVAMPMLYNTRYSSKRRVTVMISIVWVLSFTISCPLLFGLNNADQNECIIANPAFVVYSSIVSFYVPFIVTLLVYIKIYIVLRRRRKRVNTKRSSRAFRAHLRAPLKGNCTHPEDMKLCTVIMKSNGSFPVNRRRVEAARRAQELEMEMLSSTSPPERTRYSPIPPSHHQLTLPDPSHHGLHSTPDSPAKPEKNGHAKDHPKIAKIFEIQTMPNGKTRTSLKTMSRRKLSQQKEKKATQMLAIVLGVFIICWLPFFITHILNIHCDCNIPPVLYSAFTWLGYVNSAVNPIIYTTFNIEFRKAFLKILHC
#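 Using a no-wash calcium dye in inducible, force-coupled HEK293 Trex cells expressing D2, we tracked fluorescence each second for 180 s after compound, then for 180 s after EC20 dopamine to detect augmented signalling.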
# D2 antagonist: D2 dopamine receptor (human) antagonism; inhibition, % at 10 µM; AID 485344; 340,000 compounds, 2% hits; HEK293 TREx D2 cells, calcium flux, dopamine EC80; in the data active = inhibition above about 30%; note: 0% is about no effect
#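 Cells plated overnight at 30 C with tetracycline; no-wash calcium dye, 30–90 min RT; 10 s baseline; compound pinned; 180 s read; EC80 dopamine added; another 180 s read.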
# D2 agonist: D2 dopamine receptor (human) agonism; activation, % at 2 µM; AID 485358; HEK293 T-REx D2 cells, calcium flux agonist mode; 340,000 compounds, 0.53% hits;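 active = activation over 3 SD above normal in the single-dose calcium agonist read, cut at about 30% in these data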; note: 0% is about no effect
#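 HEK293 Trex D2 cells, tetracycline-induced, o/n 30 C 5% CO2; no-wash Ca dye, RT 30–90 min; 10-cycle baseline, 23 nl cpd added, kinetic Ca read 180 s; agonist hits = positive Ca response.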
# RXFP1 ag: agonists of human relaxin receptor RXFP1; HEK293T-RXFP1 cAMP TR-FRET, 30 min; response scale: percent of porcine relaxin response, buffer zero; Potency, µM (series often up to 57.5 µM), for inactives: at the highest dose activation, most hits filed as activators; 370,000 compounds, 0.3% hits; active = well fitted activation curve with a large enough effect; inconclusive = small, poorly fitted or top-dose-only effect; note: potency is the fitted concentration of half-maximal effect; % is set by controls: 0 for no effect and ±100 for the full control effect; nearly all actives have a fitted effect of over 60% in size; many of its hits are not listed in these tables
#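 HEK293T cells stably expressing RXFP1 were pretreated with the PDE4 inhibitor Ro 20174, exposed to compounds for 30 min at 37C, lysed, and cAMP was read by TR-FRET. Data normalized to buffer (basal) and 29 nM porcine relaxin (100%).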
# D1 PAM: human D1 dopamine receptor positive modulation; P21728; HEK293 TREx D1 cells, calcium flux, dopamine EC20 potentiation; potentiation, % at 10 µM; 360,000 compounds, 0.036% hits; in the data active = potentiation above about 30%; note: 0% is about no effect
# RXFP1 antag: blocks the human relaxin receptor RXFP1; HEK293-RXFP1, relaxin-stimulated cAMP HTRF, 30 min; stronger effect = lower value; 350,000 compounds, 0.59% hits; activity change, negative = inhibition, % at 57.5 µM; Q9HBX9;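 active = activity change of -60% or lower, but not beyond a set lower limit; inconclusive = change between -60% and -40%, or beyond the set limit; inactive = change above -40%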; note: % is set by controls: 0 for no effect and ±100 for the full control effect
# Starred values were filed as active, the others as inactive; ? = inconclusive; . = not tested or not shown. An excerpt. The share of hits here may be higher or lower than overall.
# Start of the listing, in advance (8 entries):
No.	SMILES	TRHR enhancer	D1 ag	D1 antagonist	D2 potentiator	D2 antagonist
1	Cc1c(C#N)c(NC(=O)CCl)n(Cc2ccc(F)cc2)c1C	11	1	1	-8	14
2	CC(=O)c1c(C)[nH]c(C(=O)N2CCc3ccccc3C2)c1C	8	5	5	-7	-5
3	COc1ccc(Cc2nnc(NC(=O)CSc3ccccc3)s2)cc1	1	5	8	7	0
4	Cc1ccc(/C=N\NC(=O)C2CC(=O)N(c3ccccc3)C2)o1 (configuration not stated)	1	1	2	1	8
5	CN(C(=O)CSc1nc2[nH]ncc2c(=O)[nH]1)c1ccccc1	4	3	-3	-3	-1
6	COc1ccc(OC)c(C2C(C#N)=C(N)Oc3cc(C)n(Cc4ccccn4)c(=O)c32)c1 (configuration not stated)	5	2	4	11	-2
7	COc1cccc(CNC(=O)CCCc2cn(C)c3ccccc23)c1	0	1	0	-4	7
8	O=C(CSc1nc(-c2ccccc2Cl)ns1)Nc1ccc2c(c1)OCO2	-12	7	-8	-17	-9

No.	D2 agonist	RXFP1 ag	D1 PAM	RXFP1 antag
1	0.1	0.6%	7	3
2	0.5	4.5%	-2	7
3	0.2	0.5%	7	-3
4	-0.2	2.8%	3	3
5	0.1	-0.4%	1	1
6	-0.2	0.3%	-1	-14
7	-2.3	1.0%	-3	-8
8	-0.7	-0.8%	-5	2

# All compounds of this part, from the start:
No.	SMILES	TRHR enhancer	D1 ag	D1 antagonist	D2 potentiator	D2 antagonist
1	Cc1c(C#N)c(NC(=O)CCl)n(Cc2ccc(F)cc2)c1C	11	1	1	-8	14
2	CC(=O)c1c(C)[nH]c(C(=O)N2CCc3ccccc3C2)c1C	8	5	5	-7	-5
3	COc1ccc(Cc2nnc(NC(=O)CSc3ccccc3)s2)cc1	1	5	8	7	0
4	Cc1ccc(/C=N\NC(=O)C2CC(=O)N(c3ccccc3)C2)o1 (configuration not stated)	1	1	2	1	8
5	CN(C(=O)CSc1nc2[nH]ncc2c(=O)[nH]1)c1ccccc1	4	3	-3	-3	-1
6	COc1ccc(OC)c(C2C(C#N)=C(N)Oc3cc(C)n(Cc4ccccn4)c(=O)c32)c1 (configuration not stated)	5	2	4	11	-2
7	COc1cccc(CNC(=O)CCCc2cn(C)c3ccccc23)c1	0	1	0	-4	7
8	O=C(CSc1nc(-c2ccccc2Cl)ns1)Nc1ccc2c(c1)OCO2	-12	7	-8	-17	-9
9	CCOC(=O)c1ccc(NC(=O)c2ccc(CO)c(C(=O)NC3CCN(C(=O)OCC)CC3)c2)cc1	29	3	-23	-2	-10
10	CCCCOc1ccccc1C1CC(=O)NC2=C1C(=O)CCC2 (configuration not stated)	11	15	-48*	3	-8

No.	D2 agonist	RXFP1 ag	D1 PAM	RXFP1 antag
1	0.1	0.6%	7	3
2	0.5	4.5%	-2	7
3	0.2	0.5%	7	-3
4	-0.2	2.8%	3	3
5	0.1	-0.4%	1	1
6	-0.2	0.3%	-1	-14
7	-2.3	1.0%	-3	-8
8	-0.7	-0.8%	-5	2
9	0.3	9.1%	-2	-10
10	3.4	5.8%	-5	2

# Whole records, looked up by structure:
# Record of `CC(=O)c1c(C)[nH]c(C(=O)N2CCc3ccccc3C2)c1C` = TRHR enhancer: 8; D1 ag: 5; D1 antagonist: 5; D2 potentiator: -7; D2 antagonist: -5; D2 agonist: 0.5; RXFP1 ag: 4.5%; D1 PAM: -2; RXFP1 antag: 7
# Record of `COc1cccc(CNC(=O)CCCc2cn(C)c3ccccc23)c1` = TRHR enhancer: 0; D1 ag: 1; D1 antagonist: 0; D2 potentiator: -4; D2 antagonist: 7; D2 agonist: -2.3; RXFP1 ag: 1.0%; D1 PAM: -3; RXFP1 antag: -8

# (cont.)
No.	SMILES	TRHR enhancer	D1 ag	D1 antagonist	D2 potentiator	D2 antagonist
11	Cc1ccc(CN(C)CC(=O)Nc2cccc([N+](=O)[O-])c2)o1	-5	10	-29	-8	-13
12	COC(=O)CCC/C=C1/SCC(NC(=O)c2ccccc2)C1=O (configuration not stated)	1	7	-2	12	16
13	CCc1ccc(S(=O)(=O)c2nnn(-c3ccc(F)cc3)c2N)cc1	2	23	-3	1	.
14	CCOc1ccccc1OCC(=O)Nc1ccccc1C(=O)NC1CC1	4	16	2	.	.
15	Cc1cccc(C(=O)Nc2cccc(OC(=O)c3cccc(C)c3)c2)c1	6	6	-5	-11	0
16	CC1(C)CN=C(N2CCN(c3ncnc4sc5c(c34)CCCC5)CC2)S1	3	1	-2	.	28
17	O=c1nc(-c2ccccc2)nc(-c2ccccc2)[nH]1	-2	1	-9	10	-2
18	Cc1ccc(C(=O)Nc2nnc(SCc3cc(=O)n4ccc(C)cc4n3)s2)cc1	5	1	1	0	.
19	O=C(NC(=S)Nc1ccc(Cl)cn1)C(c1ccccc1)c1ccccc1	-3	7	0	0	-6
20	CC1=CC(=NOC(=O)c2cccc([N+](=O)[O-])c2)C=C(C)C1=O	0	3	1	0	1

No.	D2 agonist	RXFP1 ag	D1 PAM	RXFP1 antag
11	1.8	0.0%	0	9
12	0.5	0.3%	-3	-3
13	0.9	0.8%	0	2
14	.	2.2%	5	0
15	1.2	2.1%	2	-2
16	0.6	0.8%	0	.
17	0.3	0.6%	0	0
18	1.8	12%	-2	-1
19	1.5	3.9%	-4	-20
20	0.9	-2.8%	1	.

# The list goes on:
No.	SMILES	TRHR enhancer	D1 ag	D1 antagonist	D2 potentiator	D2 antagonist
21	CC1COc2ccccc2N1C(=O)c1ccc(Cl)nc1 (configuration not stated)	-1	0	-5	6	-1
22	COC(=O)CCC(=O)N1CCOCCOCCOCC1	1	0	2	-7	11
23	Cc1c(Cl)cc(-n2cnnn2)cc1[N+](=O)[O-]	8	2	17	7	-1
24	COc1ccc2c(c1)-c1nc(/N=C/c3ccccc3O)sc1CC2	6	-2	6	4	9
25	CC1=Nc2ccc(C)cc2N(Cc2ccccc2)C(=O)C1	2	0	8	-16	-14
26	O=C(C(F)C(F)(F)F)N1CCN(c2ccccc2)CC1 (configuration not stated)	16	3	31	1	8
27	CN(CC(=O)Nc1ccccc1Cl)C(=O)c1ccccc1SCC(=O)N1CCCC1	-3	0	2	2	-15
28	CCCOc1ccc(/C(CC)=N/NC(=O)C2(C)CC2(Br)Br)cc1 (configuration not stated)	-5	0	-12	-3	-5
29	CCCn1c(C)cc(C(=O)COc2ccc(C)nc2[N+](=O)[O-])c1C	2	3	-7	-5	-11
30	COc1ccc2c(c1)c(=O)c(Br)c(C)n2Cc1ccccc1	-9	4	-2	-5	-19

No.	D2 agonist	RXFP1 ag	D1 PAM	RXFP1 antag
21	0.3	-1.1%	-1	0
22	0.3	0.8%	1	-2
23	1.6	0.3%	-8	-6
24	-0.2	0.0%	4	-8
25	1.0	-0.1%	.	.
26	1.9	-1.7%	1	-2
27	-0.1	-0.7%	-6	-1
28	-1.1	2.9%	1	-14
29	0.4	0.2%	-2	3
30	-1.6	-0.1%	-5	-11

# Continued.
No.	SMILES	TRHR enhancer	D1 ag	D1 antagonist	D2 potentiator	D2 antagonist
31	COc1ccccc1-n1c(SCC(=O)NCC2CCCO2)nc2c([nH]c3ccccc32)c1=O (configuration not stated)	-2	-1	15	11	-14
32	CCCOc1ccc(C(=O)N(Cc2ccc(N(C)C)cc2)CC2CCCO2)cc1 (configuration not stated)	17	7	-14	3	.
33	CCOC(=O)c1c(C)[nH]c(NC(=O)NNC(=O)c2ccccc2Cl)c1C	10	1	-31*	.	.
34	Cc1ccc(NC(=O)CCc2ccc(S(=O)(=O)N3CCOCC3)cc2)c(C)c1	-16	1	4	-18	4
35	COc1ccc(S(=O)(=O)Nc2ccc(-n3cnnn3)cc2)cc1[N+](=O)[O-]	-5	0	13	3	-38
36	Cc1ccc(S(=O)(=O)NCC(=O)OCC(=O)NCc2cccs2)cc1	-3	1	-16	-6	8
37	CCOC(=O)c1c(C)c(-c2ccccc2)n(CC(=O)NCc2ccccc2)c1C	1	1	-2	2	.
38	Fc1c(F)c(C(F)(F)F)c(F)c(F)c1N1CCN(c2ccc3nnc(C(F)(F)F)n3n2)CC1	0	2	7	.	.
39	O=S(=O)(c1ccc(N2CCN(Cc3ccc4c(c3)OCO4)CC2)nc1)N1CCOCC1	-9	3	0	6	0
40	COc1ccccc1NC(=O)c1oc2ccccc2c1NC(=O)c1ccccc1C(F)(F)F	-3	1	1	1	.

No.	D2 agonist	RXFP1 ag	D1 PAM	RXFP1 antag
31	9.8	0.0%	-4	8
32	-0.2	0.0%	-2	-11
33	.	-0.1%	-10	-1
34	-0.5	0.6%	-5	0
35	0.4	0.4%	-6	-5
36	-0.7	0.0%	-10	-11
37	.	3.7%	-7	.
38	.	0.8%	0	-2
39	-4.5	5.6%	-7	.
40	-0.2	4.4%	-1	-13

# Additional records
No.	SMILES	TRHR enhancer	D1 ag	D1 antagonist	D2 potentiator	D2 antagonist
41	CCOc1ccc(NC(=O)CCN2C(=O)CSc3ccccc32)cc1	7	3	-13	-11	-9
42	Cc1cc2nc(-c3cc(N4CCOCC4)ccc3[N+](=O)[O-])ccn2n1	3	2	-4	4	-10
43	O=C(c1cc([N+](=O)[O-])ccc1Cl)N1CCN(c2ccccn2)CC1	1	-2	.	-1	-15
44	CN(C)CCN(C(=O)c1cccc(Cl)c1)c1nc2c(Cl)cccc2s1	3	4	2	-7	3
45	Cc1ccc(NC(=O)CCCn2nc(C)c3c(C)n(-c4ccccc4)nc3c2=O)cc1C	-4	2	-1	-8	10
46	COc1ccc(C)cc1NC(=O)C(=O)NCCc1csc2nc(-c3ccccc3F)nn12	3	0	7	0	.
47	CC(C)OC(=O)c1cccc(C(=O)Nc2cccc(NC(=O)c3cccc(C(=O)OC(C)C)n3)n2)n1	1	5	-4	5	-8
48	CCn1c(C)c(C)c2cc(C(=O)NCCCN3CCCCCC3)ccc21	-8	6	-3	-20	-5
49	Cc1ccc(CNC(=O)c2ccc(-n3cccc3)cc2)cc1	5	0	-7	18	4
50	CCOC(=O)c1sc(N(Cc2ccccc2)C(=O)CCl)nc1C	-2	8	-1	.	.
51	COc1ccc(OC)c(NC(=O)[C@@]2(CC(=O)O)CC(/C=C/c3ccccc3)=NO2)c1	1	1	5	8	-16
52	Cc1c(NC(=O)c2cc(C(C)C)on2)c(=O)n(-c2ccccc2)n1C	2	3	-2	11	-10
53	Cc1c(Cl)cccc1NC(=S)NCCN1CCOCC1	-19	0	-9	1	-6

No.	D2 agonist	RXFP1 ag	D1 PAM	RXFP1 antag
41	1.2	-0.3%	1	10
42	3.2	1.0%	2	-4
43	0.2	-3.5%	8	?
44	1.0	-0.3%	-5	-8
45	-0.3	1.7%	-5	2
46	-0.7	6.4%	0	-10
47	0.0	-1.4%	-5	-6
48	0.4	1.7%	-4	20
49	0.5	4.2%	-8	-19
50	.	4.1%	-4	-12
51	-0.4	1.2%	3	-2
52	1.3	-0.4%	1	20
53	0.8	3.2%	-14	-9
